# HCT116 PTEN-null: PTEN-deleted cell growth suppression | 140,000 compounds, 1.2% hits | viability, % at 10 µM | HCT116 PTEN-null viability, CellTiter-Glo, 60 h; hits give low values;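 active = viability at or below a set limit, 4 SD under the median of all tested compounds, cut at about 3.7% in these data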;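 note: PTEN knockout HCT116 line with beta catenin targeted HCT116 as companion control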
# Phagocytosis inh: inhibitors of macrophage phagocytosis. 110,000 compounds, 0.07% hits. AID 1029. inhibition, % at 5 µM. J774A.1 macrophage IgG-bead phagocytosis, imaging;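 active = inhibition above the mean of the plate negative controls plus 5 SD, cut at about 13% in these data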;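 note: phagocytic index as fraction of beads internalized from green versus red external bead signal; plate controls were DMSO negative control for no effect and cytochalasin-D positive control for full effect; some results beyond the cut were filed as inactive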
# E-sel TNF inh: TNF alpha driven E-selectin expression inhibition; HUVEC TNFa-induced E-selectin immunofluorescence, high content; inhibition, % at 2 µM; 120,000 compounds, 0.71% hits; AID 1246;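 active = inhibition above the batch mean plus 3 SD, and confirmed as a hit on visual image review, cut at about 43% in these data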;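 note: 0% = TNF-stimulated DMSO wells and 100% = unstimulated control wells; not every result past the cut was called active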
# HCT116 bCat-KO: beta-catenin-lacking colon tumor cell growth suppression. HCT116 beta-catenin knockout viability, CellTiter-Glo, 60 h; hits give low values. viability, % at 10 µM. 140,000 compounds, 1.5% hits;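 active = viability at or under a set limit, the compound median less 4 SD, cut at about 6% in these data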;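 note: 0% = Hyamine 1622 control at 20 µM and 100% = untreated cell control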
# Measles CPE: protection of cells from measles virus. Measles virus-infected cells, CPE protection, absorbance. protection (pct of control), % at 4 µM. 140,000 compounds, 1.5% hits; in the data active = protection mostly above about 24%, no sharp cut-off; inactive = mostly below about 26%; note: some compounds called inactive have numbers as strong as hits
# GALR2 blocker: blocks the human galanin receptor 2; inhibition, % at 4 µM; O43603; GALR2-expressing cells, antagonist mode; 140,000 compounds, 0.39% hits; in the data active = inhibition above about 27%;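 note: cells stimulated with galanin 1-16 at roughly its EC80; 0% = agonist challenge control and 100% = basal control without agonist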
# Target sequence (O43603 whole entry, looked up): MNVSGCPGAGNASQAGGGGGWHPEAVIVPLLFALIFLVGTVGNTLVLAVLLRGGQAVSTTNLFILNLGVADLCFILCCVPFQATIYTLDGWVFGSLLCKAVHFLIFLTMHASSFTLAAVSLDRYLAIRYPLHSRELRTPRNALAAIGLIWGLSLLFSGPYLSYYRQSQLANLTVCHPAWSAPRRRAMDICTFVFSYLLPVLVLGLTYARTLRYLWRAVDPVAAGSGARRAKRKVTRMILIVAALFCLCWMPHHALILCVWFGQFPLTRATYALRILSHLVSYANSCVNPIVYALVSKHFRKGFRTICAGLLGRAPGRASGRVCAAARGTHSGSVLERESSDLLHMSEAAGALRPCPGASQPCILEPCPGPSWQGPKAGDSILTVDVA
# NPY Y2 blocker: NPY-Y2 (human) receptor antagonism | NPY-Y2 expressing cells, antagonist mode | 140,000 compounds, 0.99% hits | AID 793 | P49146 | inhibition, % at 2.7 µM; in the data active = inhibition above about 17%;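 note: 0% = vehicle with agonist challenge and 100% = reference antagonist with challenge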
# Target sequence (P49146 whole entry, looked up): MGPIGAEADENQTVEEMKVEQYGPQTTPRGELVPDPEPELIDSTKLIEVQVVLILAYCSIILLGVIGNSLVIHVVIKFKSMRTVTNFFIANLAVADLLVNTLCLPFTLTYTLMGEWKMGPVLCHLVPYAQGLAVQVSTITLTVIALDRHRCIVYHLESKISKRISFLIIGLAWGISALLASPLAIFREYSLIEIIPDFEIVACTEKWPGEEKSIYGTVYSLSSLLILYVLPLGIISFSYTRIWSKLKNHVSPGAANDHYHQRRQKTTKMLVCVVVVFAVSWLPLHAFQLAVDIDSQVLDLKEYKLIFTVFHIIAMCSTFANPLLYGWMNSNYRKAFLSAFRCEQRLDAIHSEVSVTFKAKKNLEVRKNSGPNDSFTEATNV
# MRP1 act: activates MRP-1 | 140,000 compounds, 0.61% hits | H69AR cells + doxorubicin, viability rescue, CellTiter-Glo | viability increase, % at 10 µM;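 active = viability gain under doxorubicin at or above a set limit, the compound median plus 3 SD, cut at about 4.7% in these data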;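 note: MRP-1 overexpressing cells given doxorubicin 25 µM after compound pretreatment; 18-22 h compound pretreatment then 72 h with doxorubicin before readout; 0% = doxorubicin-only wells and 100% = vehicle-treated cells without doxorubicin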
# BB579 growth dn: yeast BB579 growth reduction in restrictive medium | S. cerevisiae BB579 growth, OD615, 48 h | inhibition, % at 10 µM | 140,000 compounds, 0.51% hits;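 active = inhibition above a set limit, 3 SD over the mean compound inhibition, cut at about 44% in these data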; note: inactives centre near -24
#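 Detection: OD615 turbidity measurement; Material: Saccharomyces cerevisiae DeaD strain BB579, replicative lifespan model yeast; Timing: 48 h exposure, 30 °C; Doses: single 10 µM dose; Medium: CSMM-D restrictive synthetic medium containing dextrose (glucose); Controls: amphotericin B at 10 µg/mL as positive control.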
# Yeast lifespan up: extends the lifespan of yeast; S. cerevisiae growth with nicotinamide, OD615; deaD strain in restrictive glucose medium; inhibition of the nicotinamide effect, % at 10 µM; 130,000 compounds, 0.68% hits; AID 775;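 active = inhibition above a set limit, placed 3 SD over the median of all compounds, cut at about 26% in these data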;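 note: 0% = nicotinamide-treated wells and 100% = cells grown without nicotinamide; some compounds called inactive have numbers as strong as hits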
#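 Measured by: optical density (absorbance) at 615 nm; System: modified budding yeast, DeaD strain; Medium: restrictive CSMM-D dextrose medium; Timing: 4 h preincubation then 48 h treatment at 30 °C.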
# * marks the source's active call; other numbers are inactive results; x = no result given.
nr	molecule	HCT116 PTEN-null	Phagocytosis inh	E-sel TNF inh	HCT116 bCat-KO	Measles CPE	GALR2 blocker	NPY Y2 blocker	MRP1 act	BB579 growth dn	Yeast lifespan up
1	CCOc1ccccc1N1CCN(C(=S)Nc2ccc(S(N)(=O)=O)cc2)CC1	84	-2	-9	96	9	6	0	0.6	-6	3
2	COC(=O)Cn1nc(-c2ccccc2)n(-c2ccccc2)c1=S	93	x	20	90	3	-5	3	-2.0	-13	-21
3	CCOc1ccc(N(C(C)C(=O)NC2CCCCCC2)S(C)(=O)=O)cc1 (stereo not given)	93	1	-16	94	25	-12	2	-4.0	1	-4
4	COc1ccc(NC(=O)c2cc(OC)c(OC)c(OC)c2Br)cc1OC	91	-1	x	98	9	2	1	-2.6	-21	-1
5	CC1CCCN(C(=O)CSc2nnc3n(C4CCCC4)c(=O)c4ccccc4n23)C1 (stereo not given)	85	3	3	79	6	8	0	-2.7	-13	-8
6	Cn1c(=O)[nH]c(=O)c2[nH]c(NCCCN3CCOCC3)nc21	106	3	-22	94	7	1	3	-0.4	-68	-10
7	O=S(=O)(Cc1ccccc1)c1cnc2ccccc2n1	12	x	-1	24	4	6	-1	-5.3	-19	5
8	C=CCc1c(C)nc(-c2ccccc2)nc1Nc1ccccc1O	89	4	x	78	2	10	-1	-1.5	-35	-6
9	Cc1ccc(Cn2nnnc2CN2CCC(NC(=O)c3ccc(Br)cc3)CC2)cc1	87	x	2	85	26	-1	5	-3.6	-49	x
10	CC(C)CNC(=O)COC(=O)CNC(=O)c1cc(Cl)cc([N+](=O)[O-])c1	91	-3	x	89	2	15	0	-2.0	-33	-1
11	COc1ccc(CCn2c(-c3ccco3)nc3ccccc3c2=O)cc1OC	26	x	0	24	11	-6	3	-0.9	-36	-26
12	O=C(Cc1ccc(-n2c(=O)[nH]c3ccsc3c2=O)cc1)NCc1cccnc1	99	-6	x	95	24	-6	-1	0.9	-22	3
13	COc1ccc(CC(=O)N2CCN(C(=O)c3ccco3)CC2)cc1	100	-4	-13	104	6	-4	-3	-2.5	-6	-12
14	CC(CN1CCOCC1)c1ccccc1 (stereo not given)	104	x	-2	95	23	7	-4	-0.8	-24	-3
15	O=C(CC1CCCC1)Nc1ccc2c(c1)CCC2	88	x	-7	85	7	2	6	0.4	-16	-19
16	O=C(CNC(=O)c1ccccc1)N/N=C/c1cc(Br)ccc1O	8	-3	x	17	2	7	5	2.2	-30	6
17	CCOC(=O)N1CCc2c(sc3c2c(=O)n(Cc2ccccc2)c(=O)n3Cc2ccccc2F)C1	75	x	-16	82	4	-3	3	3.2	0	2
18	Cc1nnc(SCC(=O)Nc2ccc3c(c2)OCCO3)n1CC1CCCO1 (stereo not given)	102	0	-1	99	8	-7	-2	-2.0	-15	-6
19	O=C(CCN1CCN(C/C=C/c2ccccc2)CC1)Nc1ccc(Cl)cc1	41	8	x	29	0	-6	3	-3.4	-41	1
20	CC1CN(S(=O)(=O)c2cccs2)CC(C)O1 (stereo not given)	102	2	-18	99	4	0	5	-1.8	-29	-3
21	CCc1nc2ccccc2c(C(=O)OCC(=O)Nc2ccc(S(=O)(=O)N3CCOCC3)cc2)c1C	51	0	-37	47	16	3	-4	-1.8	-68	-9
22	COc1cccc(/C=C(/C#N)c2ccc(F)cc2)c1OCc1cccc(C(=O)O)c1	101	0	-31	99	18	-3	4	-3.1	-20	2
23	Cc1nnc(SCC(=O)NNC(=O)c2ccccc2)n1-c1ccccc1	101	x	-21	99	24	3	4	-0.1	-31	0
24	Cc1ccc(NC(=O)CSc2ncc(S(=O)(=O)c3ccccc3)c(=O)[nH]2)cc1C	94	-6	-14	98	16	-7	6	0.2	11	0
25	COC(=O)[C@@]1(Cc2ccc(OC)cc2)[C@H]2c3cc(C(=O)N(C)C)[nH]c3C[C@H]2CN1C(=O)c1ccccc1	90	x	-2	97	3	-3	2	-3.8	-27	-2
26	CC1CCC(C(=O)NC(C(=O)N2CCc3ccccc3C2)C(C)C)CC1 (stereo not given)	83	0	1	88	18	-2	1	0.3	-17	-4
27	COc1ccc(-c2nnc(SCC(=O)NC(C)c3ccccc3)o2)cc1 (stereo not given)	89	0	x	94	13	-8	3	-2.0	-11	-5
28	CCC(C)(C)NC(=O)C(C)OC(=O)c1nsc(Cl)c1Cl (stereo not given)	95	x	-20	102	18	2	0	0.3	-3	x
29	Cc1ccc(OCC(=O)N/N=C/c2cc([N+](=O)[O-])ccc2N2CCCCC2)cc1	66	1	x	82	9	-2	12	-2.4	-19	-2
30	CN(C)c1ccc(C(CNC(=O)c2ccccc2)c2c[nH]c3ccccc23)cc1 (stereo not given)	67	-1	23	66	4	4	0	-2.9	-56	5
31	CCOc1ccccc1Cn1c(=O)oc2ccc(C)cc21	80	x	-5	91	7	5	8	2.3	-22	x
32	COc1ccc(C2=NN3C(=O)c4c(ccc(OC)c4OC)C3C2)cc1 (stereo not given)	101	1	-30	110	2	4	6	0.6	-31	-12
33	C/C(CC(=O)Nc1c(C)cc(C)cc1C)=N\NC(=O)OC(C)(C)C	101	-4	8	95	7	-14	2	0.6	-58	2
34	CC1=CC2=NC(=O)/C(=C\c3ccc(-c4ccc(Cl)cc4)o3)C(=N)N2O1	97	-9	x	94	25	6	1	1.2	-19	-5
35	CCCC(=O)Nc1ccc(C(=O)NCCc2ccc(F)cc2)cc1	108	-2	x	93	11	7	-2	1.3	-16	-1
36	CN(CC(=O)N1CCN(c2ccc(F)cc2)CC1)S(=O)(=O)c1ccc(F)cc1	107	3	-39	96	4	-1	2	-0.5	-38	-10
37	COc1ccc2nc(SCC(=O)Nc3ccc(S(=O)(=O)N4CCCC4)cc3)c(C#N)cc2c1	78	-2	10	73	7	11	0	-4.0	-30	-4
38	CCCOc1cccc(-c2cc(C(=O)NN)c3ccccc3n2)c1	75	0	-8	84	16	1	10	-3.0	-26	-6
39	CCOCCCNC(=O)CN1C(=O)/C(=C/c2ccccc2)Sc2ccccc21	89	-7	2	83	7	8	3	-2.4	-32	0
40	CN(c1ccccc1)S(=O)(=O)c1cccc(C(=O)OCC(=O)NCc2ccc3c(c2)OCO3)c1	98	-7	-10	94	12	3	4	2.2	-34	5
41	Cc1cnn(-c2cc(N/N=C/c3ccc(F)cc3)ncn2)c1	80	0	-49	94	7	6	13	-4.0	-6	-9
42	C/C(Cn1cnc([N+](=O)[O-])n1)=N\NC(=O)c1ccc(F)cc1	104	x	-12	101	1	0	1	0.9	-13	x
43	COc1ccc(Cl)cc1NC(=O)CN1C(=O)CCS(=O)(=O)c2ccccc21	83	x	-2	85	7	14	0	-3.2	-29	-2
44	CCOC(=O)N1c2ccccc2C=CC1OCC (stereo not given)	95	x	x	81	21	3	1	-1.1	-54	6
45	COc1ccc(S(=O)(=O)N2CCN(C)CC2)cc1Br	97	-1	15	96	4	6	4	-1.3	-8	-9
46	CCCN(Cc1cc2ccc(C)cc2[nH]c1=O)C(=O)c1cccnc1	97	-2	-15	102	6	0	1	-1.2	-41	-8
47	O=C(N/N=C/c1sc(=O)n(-c2ccccc2)c1Cl)c1ccncc1	73	1	-12	70	9	6	-1	-4.5	-5	-1
48	Cc1nc(N2CCN(C)CC2)c2c(C)c(C(=O)Nc3ccc(C)c(F)c3)sc2n1	10	-1	-19	11	1	0	9	-5.6	2	-5
49	CC(NC(=O)COc1ccccc1)C(=O)OCC(=O)c1cc2ccccc2o1 (stereo not given)	87	0	13	87	31	16	3	-1.5	-14	-9
50	O=C(NCc1ccccc1)Nc1cccn(Cc2ccccc2F)c1=O	94	-10	x	83	18	-3	0	-0.9	-32	5
51	O=c1c(Cl)cc(Cl)nn1-c1ccccc1	2.7*	0	x	4.1*	11	19	2	-5.7	-5	25
52	CCOC(=O)Oc1ccc(C(=O)OCCCN(C)C)cc1OC	95	-6	x	93	0	-2	0	-2.2	-12	6
53	Cc1ccc(Cn2nnc3c(=O)n(Cc4cccc(C)c4)cnc32)cc1	82	0	13	95	2	5	14	4.7	-40	-9
54	Cc1ccc(C)c(NC(NC(=O)c2cccnc2)C(Cl)(Cl)Cl)c1 (stereo not given)	84	x	4	84	4	1	-2	0.3	-40	1
55	O=C(Nc1ccnc(-c2cccnc2)n1)c1ccccc1Cl	97	-1	-37	108	4	0	1	-2.0	-8	-23
56	CCOc1ccccc1NS(=O)(=O)c1cccc2nsnc12	96	x	21	99	7	-4	5	-1.2	-38	-6
57	O=C1CCCC2=C1C(c1ccncc1)Nc1ccccc1N2 (stereo not given)	95	-1	8	91	3	11	0	0.2	-7	-5
58	Cc1c(Cc2c(Cl)cccc2Cl)c(=O)ccn1C(C)c1ccccc1 (stereo not given)	85	x	x	84	6	-2	22*	-1.0	-21	2
59	CC(=O)OCc1c(F)c(F)c(-n2nc(C)cc2C)c(F)c1F	107	-1	20	106	27	-4	2	-1.1	-40	9
60	O=[N+]([O-])c1ccc2nc(-c3ccccc3)[nH]c2c1	63	-7	-1	62	3	8	7	-2.9	-34	-8

# The results go on:
nr	molecule	HCT116 PTEN-null	Phagocytosis inh	E-sel TNF inh	HCT116 bCat-KO	Measles CPE	GALR2 blocker	NPY Y2 blocker	MRP1 act	BB579 growth dn	Yeast lifespan up
61	O=C(CCc1ccccc1)NCc1ccccn1	102	0	-22	96	6	15	1	0.2	14	-9
62	O=C1c2ccccc2C(=O)N1CCCP(=O)(O)CCc1ccccc1	101	-2	13	95	6	7	4	-1.2	-1	-3
63	CCOC(=O)c1cnc(-n2nc(C)cc2C)nc1Nc1cccc(C(=O)O)c1	115	0	x	108	4	0	-3	-0.6	-39	-9
64	COc1ccccc1-n1c(CNC(=O)c2ccco2)nnc1SCC(=O)Nc1cc(C)ccc1C	84	x	-7	83	16	-2	0	-1.9	-58	-19
65	C[C@@H](C(=O)Nc1ccc2ccccc2c1)[C@@H]1C[C@@]1(C)[C@@H](NC(=O)c1ccccc1)c1ccccc1	72	x	12	73	6	-2	0	-1.8	-34	4
66	S=C(c1cn(CCOc2cccc3ccccc23)c2ccccc12)N1CCCC1	11	-3	10	12	28	-2	2	-4.4	-10	-1
67	O=C(c1ccccc1)N1CCC(c2nc3c(nnn3Cc3ccccc3Cl)c(=O)[nH]2)CC1	103	6	4	93	6	-7	6	-5.9	1	-8
68	Cc1nc(Sc2nnnn2C)c2c3c(sc2n1)CCC3	20	-1	-13	24	6	-2	1	-7.6	-34	0
69	Cc1cc(=O)oc2cc(OC(C)C(=O)Nc3nccs3)ccc12 (stereo not given)	91	0	-4	92	8	8	6	-2.2	0	21
70	O=C(Cn1cc(C(F)(F)F)cc(Cl)c1=O)Nc1cccc(Cl)c1	89	-6	-13	87	22	-9	-4	-1.4	-21	-3
71	CCOC(=O)c1cc(NC(=O)c2ccccc2)c(=O)oc1-c1ccccc1	112	x	-16	109	10	7	2	0.7	-54	2
72	CCOc1ccc(NC(=O)N(C2CCCCCC2)C2CCN(C(C)=O)CC2)cc1	93	x	-2	110	2	-4	1	-0.1	-19	-12
